High-throughput results deposited in PubChem by several laboratories.
CRFR2-BP ag: agonists of human CRF-binding protein/CRF-R2 receptor complex. 350,000 compounds, 0.46% hits. activation, % at 13.2 µM. AID 588473. HEK293 CRF-R2/CRF-BP, calcium dye fluorescence (FLIPR); percent of saturating CRF peptide response;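 active means activation of at least 50%, plus an integration ratio under a set limit after plate pattern correction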;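 further: plate controls were neutral control wells without compound for no effect and CRF at EC100 for full effect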
CHRM5 agonist: agonists of human muscarinic M5 receptor (CHRM5); 360,000 compounds, 0.19% hits; CHO-K1 hM5 cells, Fluo-8 calcium fluorescence; 0% DMSO wells, 100% maximal acetylcholine response; activation, % at 3 µM; AID 624037;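 active means activation above the run's mean over test compounds plus 3 SD, cut at about 23% in these data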;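 further: signal is peak over basal fluorescence ratio across the kinetic read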
Target sequence (P08912 whole entry, looked up): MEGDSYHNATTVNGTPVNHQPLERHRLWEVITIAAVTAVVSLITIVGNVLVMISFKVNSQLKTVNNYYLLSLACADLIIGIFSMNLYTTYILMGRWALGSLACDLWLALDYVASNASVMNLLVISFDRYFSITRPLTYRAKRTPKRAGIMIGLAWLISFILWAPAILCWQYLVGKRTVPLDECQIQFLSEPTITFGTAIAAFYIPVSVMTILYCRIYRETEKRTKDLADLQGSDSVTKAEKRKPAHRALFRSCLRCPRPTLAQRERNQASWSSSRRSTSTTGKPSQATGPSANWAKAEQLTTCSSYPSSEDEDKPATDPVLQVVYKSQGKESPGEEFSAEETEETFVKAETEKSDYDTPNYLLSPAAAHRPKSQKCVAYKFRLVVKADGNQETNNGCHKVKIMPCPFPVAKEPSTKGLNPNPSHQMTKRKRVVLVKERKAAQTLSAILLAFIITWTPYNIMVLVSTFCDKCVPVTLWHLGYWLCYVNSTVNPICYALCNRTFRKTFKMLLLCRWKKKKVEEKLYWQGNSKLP
M5 antag: blocks acetylcholine activation of human M5 receptor. CHO-hM5 cells, Fluo-8 calcium fluorescence, ACh EC80. inhibition, % at 3 µM. 360,000 compounds, 0.59% hits;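 active means inhibition above a per-plate cutoff, the mean of that plate's test compounds plus 3 SD, cut at about 27% in these data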;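 further: 0% = acetylcholine EC80 with DMSO and 100% = DMSO without agonist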
M4 PAM: positive allosteric modulators of human muscarinic M4 receptor; P08173; CHO-K1 hM4/Gqi5, Fluo-8 calcium fluorescence, ACh EC20; 0% = ACh EC20, 100% = maximal ACh; activation, % at 3 µM; 360,000 compounds, 0.4% hits; AID 624126;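 active means activation above its plate's cutoff, the mean activation of sample wells plus 3 SD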; further: some results filed as inactive read as strong as hits
Target sequence (P08173 whole entry, looked up): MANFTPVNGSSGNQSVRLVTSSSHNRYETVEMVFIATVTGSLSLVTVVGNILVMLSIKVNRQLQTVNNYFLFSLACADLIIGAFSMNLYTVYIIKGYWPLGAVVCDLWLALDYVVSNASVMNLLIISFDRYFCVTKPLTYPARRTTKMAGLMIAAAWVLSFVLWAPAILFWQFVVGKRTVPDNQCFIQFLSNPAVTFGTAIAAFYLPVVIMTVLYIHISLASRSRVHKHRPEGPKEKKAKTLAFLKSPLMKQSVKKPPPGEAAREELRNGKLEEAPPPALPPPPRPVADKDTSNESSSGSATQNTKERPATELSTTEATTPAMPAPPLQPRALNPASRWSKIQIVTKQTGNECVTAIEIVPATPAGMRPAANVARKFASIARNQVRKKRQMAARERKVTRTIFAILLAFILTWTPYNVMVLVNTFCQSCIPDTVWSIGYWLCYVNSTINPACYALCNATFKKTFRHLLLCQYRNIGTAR
CHRM5 PAM: positive allosteric modulators of human muscarinic M5 receptor. CHO-K1 hM5, Fluo-8 calcium, ACh EC20 PAM; 0% = ACh EC20, 100% = ACh EC100. activation, % at 3 µM. 360,000 compounds, 0.3% hits. AID 624038;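 active means activation above the run cutoff, the mean activation of all test compounds plus 3 SD, cut at about 18% in these data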
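Probe or stimulus: acetylcholine, EC20 level; Assay system: human M5 receptor in CHO-K1 cells; Schedule: compound preincubation 140 s before EC20 acetylcholine addition; Technique: intracellular calcium via Fluo-8 fluorescence; Dosing: single-point, 3 µM nominal; Read-out basis: percent activation from peak-over-basal fluorescence ratio, scaled EC20-to-EC100 acetylcholine; Repeats: one well per compound, no replicates.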
M4 antag: antagonists of human muscarinic M4 receptor (CHRM4). P08173. CHO-hM4 cells, ACh EC80, Fluo-8 calcium fluorescence. inhibition, % at 3 µM. 360,000 compounds, 0.73% hits. AID 624125;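 active means inhibition above its plate's cutoff, the mean inhibition of sample wells plus 3 SD, cut at about 27% in these data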;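 further: 0% = acetylcholine EC80 with DMSO and 100% = DMSO without agonist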
CRFR2-BP antag: antagonists of CRF-binding protein/CRF-R2 receptor complex | HEK293 CRF-R2/CRF-BP, CRF-induced calcium fluorescence | inhibition, % at 11.8 µM | 350,000 compounds, 0.59% hits;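 active means inhibition of the ligand-induced calcium signal above about 50% at the single tested concentration, limit read from the data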
M4 ag: CHRM4 agonism in calcium assay | P08173 | CHO-K1 hM4/Gqi5, Fluo-8 calcium fluorescence; vehicle 0%, full acetylcholine response 100% | activation, % at 3 µM | 360,000 compounds, 0.14% hits;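 active means activation above the run mean over all test wells plus 3 SD, cut at about 32% in these data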;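 further: peak over basal fluorescence ratio per well then scaled between controls; 0% = DMSO wells and 100% = acetylcholine at EC100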
IDE cell inh: inhibits human insulin-degrading enzyme in HEK cells; FAbetaB cleavage, fluorescence polarization; inhibition, % at 5.59 µM; 320,000 compounds, 0.41% hits;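 active means percent inhibition above the average of all tested compounds plus 3 SD, set per screening campaign, cut at about 16% in these data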;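 further: IDE supplied by intact live HEK cells; FP after avidin binding of uncleaved biotin substrate so inhibition keeps polarization high; 0% = DMSO wells and 100% = 60 µM reference IDE inhibitor Ii1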
Active calls of the source: *; . = not tested or not shown. This is a random part of the collection. About 2.9% of those tested had a hit in this group.

CRFR2-BP ag | CHRM5 agonist | M5 antag | M4 PAM | CHRM5 PAM | M4 antag | CRFR2-BP antag | M4 ag | IDE cell inh | smiles
-1.8 | -4 | 2 | -3 | -3 | 0 | -2 | 0 | 6 | CCCOc1ccc(/C=C/C(=O)Nc2ccc([N+](=O)[O-])cc2C)cc1
5.0 | -8 | 1 | 2 | 7 | 0 | -10 | 0 | -1 | COc1ccc(OCCn2c(=N)n(CCO)c3ccccc32)cc1
0.8 | 2 | 3 | -4 | -8 | 6 | -19 | 1 | -1 | CC1=NNC(=O)C1CCC(=O)N/N=C/c1ccc(Cl)cc1 (configuration not stated)
1.9 | -1 | 3 | -4 | -3 | 0 | -27 | 0 | 10 | Cc1ccc(N(CC(=O)NN=C2CCN(C)CC2)S(=O)(=O)c2ccccc2)c(C)c1
-0.1 | -2 | 9 | 7 | -2 | 0 | -3 | 1 | -3 | COCCn1c(SCC(=O)NC2(C#N)CCCCC2)nc2ccccc2c1=O
0.4 | 6 | -4 | 10 | 8 | -9 | -6 | 0 | 0 | O=C(NCc1ccccc1F)C12CC3CC(CC(C3)C1)C2
0.1 | -5 | -2 | 9 | 1 | 5 | -5 | 1 | 11 | COCCn1nnnc1C(c1ccc(OC)cc1OC)N1CCN(c2ccccc2F)CC1 (configuration not stated)
5.9 | 0 | -2 | 1 | -1 | -13 | -18 | 0 | . | COc1ccc(CN(CCC(C)C)S(=O)(=O)c2ccccc2Br)c(OC)c1
-1.6 | 2 | 7 | -4 | -11 | 0 | 13 | 8 | -2 | CCOC(=O)c1c(C)[nH]c(C)c1C(=O)COC(=O)c1cccnc1SC
-1.3 | -2 | -9 | 6 | 11 | -23 | 7 | 2 | -3 | CCCCC(=O)Nc1c2c(nn1-c1ccc([N+](=O)[O-])cc1)CS(=O)(=O)C2
-0.8 | -4 | -4 | -1 | 2 | -14 | 18 | 2 | -1 | CC1=NN(C(N)=S)C(=O)C1N=Nc1cc(Cl)ccc1Cl (configuration not stated)
1.6 | -1 | -11 | 6 | 3 | -1 | -4 | 2 | 0 | COc1cccc(CN2CC(C(=O)NCCn3ccc(C)n3)CCC2=O)c1 (configuration not stated)
-1.3 | 3 | 7 | -12 | -10 | -3 | -5 | 8 | 2 | CSc1c(-c2ccccn2)c(N)nn1C(=O)C1CC1
0.4 | -3 | -3 | 5 | 7 | -1 | 1 | 0 | 0 | O=C(Cc1ccc(Cl)cc1)Nc1ccc(N2CCCC2)cc1
-4.8 | -2 | 0 | 10 | 1 | -15 | 6 | 1 | 0 | O=C(NC1CC1)c1sc2cc(F)ccc2c1Cl
1.1 | -3 | -9 | -1 | -3 | -5 | 12 | 2 | 4 | O=S(=O)(c1ccccc1)c1nc(-c2cccs2)oc1NCCCn1ccnc1
-1.1 | -2 | 6 | 1 | -3 | -1 | -1 | 1 | 5 | COc1cc(OC)nc(Oc2cc(/C=N/O)ccc2OC)n1
-0.6 | 0 | -8 | 1 | -5 | 1 | 6 | 0 | 7 | CCN=C1SC(CC(=O)NC(C)C)C(=O)N1CC (configuration not stated)
2.6 | -2 | -4 | 5 | 1 | 2 | -11 | 0 | 4 | COC(=O)CCC(=O)Nc1ccc(OC)cc1
-2.4 | -2 | 0 | 12 | 5 | 0 | 5 | 1 | . | CN(CC(=O)NC1CC1)S(=O)(=O)c1cc(Cl)ccc1Cl
1.1 | 1 | 3 | 1 | -1 | 0 | 0 | 0 | -3 | O=C(CNCc1ccccc1)Nc1ccccc1-c1ccccc1
-0.1 | -3 | -11 | 0 | 7 | -4 | -19 | -2 | -6 | COc1ccccc1/C=C1\CCC(C2CCCC2)C1=O (configuration not stated)
-1.1 | 0 | 11 | -5 | -8 | 3 | 2 | 7 | . | CCOC(=O)COc1ccc2c(c1)c(C(C)=O)c(C)n2-c1ccccc1
-1.0 | 0 | 2 | 6 | 5 | -9 | -10 | 2 | . | CC(Nc1ccc(Br)cc1)C(=O)NC(=O)NC1CCCCC1 (configuration not stated)

Record cards (already shown).
O=C(CNCc1ccccc1)Nc1ccccc1-c1ccccc1 is listed with CRFR2-BP ag = 1.1; CHRM5 agonist = 1; M5 antag = 3; M4 PAM = 1; CHRM5 PAM = -1; M4 antag = 0; CRFR2-BP antag = 0; M4 ag = 0; IDE cell inh = -3
COc1ccccc1/C=C1\CCC(C2CCCC2)C1=O (configuration not stated) is listed with CRFR2-BP ag = -0.1; CHRM5 agonist = -3; M5 antag = -11; M4 PAM = 0; CHRM5 PAM = 7; M4 antag = -4; CRFR2-BP antag = -19; M4 ag = -2; IDE cell inh = -6

The results go on:
CRFR2-BP ag | CHRM5 agonist | M5 antag | M4 PAM | CHRM5 PAM | M4 antag | CRFR2-BP antag | M4 ag | IDE cell inh | smiles
0.3 | 0 | 2 | -2 | 7 | 0 | -30 | 0 | 9 | C=CCc1cccc2cc(C(=O)NC)c(=O)oc12
9.1 | -5 | -5 | 12 | 2 | -23 | -7 | 1 | 3 | CCC(=O)c1ccc(OCC(O)CN2CC(C)OC(C)C2)cc1 (configuration not stated)
5.1 | -5 | 5 | 16 | -6 | -7 | 11 | 6 | 5 | Cc1ccc(O)c(N=CC2=C(O)c3ccccc3C2=O)c1
-0.1 | 3 | 7 | -12 | -14 | 14 | 5 | 6 | 3 | CCCCCn1ccc(=O)c2c(C(F)(F)F)nccc21
-0.4 | 2 | -3 | 0 | 0 | 3 | 20 | 0 | 0 | Cc1cc(Nc2ccc(F)cc2F)n2ncnc2n1
0.1 | -1 | 6 | -6 | -11 | 0 | 55* | 2 | 2 | Cc1cc(NC(=O)Cn2nc3c(cc2=O)CCCC3)ccc1Br
3.0 | 5 | -8 | 20 | 12 | -1 | -12 | 5 | -2 | COc1ccc(N2C(=O)C(CC(=O)Nc3ccc(Cl)cc3)N(NC(=O)c3cccc(F)c3)C2=S)cc1 (configuration not stated)
1.5 | -4 | 4 | -4 | -4 | 9 | -8 | 1 | -2 | COCC1CCN(C(=O)c2ccc(OC3CCN(Cc4ccccn4)CC3)cc2)C1 (configuration not stated)
-1.2 | 0 | -8 | 5 | 1 | -6 | 33 | 1 | -2 | CC(C)(C)c1ccc(C(=O)NC(CC(=O)O)c2ccc(OC3CCCC3)cc2)cc1 (configuration not stated)
-0.4 | 7 | 50* | 0 | -8 | 24 | 26 | 2 | 3 | COc1ccc(NC2=CC(c3cccc(OC)c3)N(c3ccc(OC)cc3)C2=O)cc1 (configuration not stated)
-0.2 | -3 | -8 | -3 | -4 | 3 | 10 | 0 | 4 | CCCNS(=O)(=O)c1cccc(C(=O)NNC(=O)c2cc(C)oc2C)c1
0.6 | 2 | 8 | 0 | -1 | 1 | -12 | 1 | -2 | CN1c2ccsc2C(=O)/C(=C\Nc2cccc(C(F)(F)F)c2)S1(=O)=O
-1.8 | 4 | 2 | 9 | 7 | -4 | 13 | 1 | -2 | O=C(NCCCN1CCOCC1)c1onc(CSc2ccncc2)c1C(=O)NCCCN1CCOCC1
-1.1 | -3 | 2 | 7 | 2 | -3 | -5 | 6 | 1 | COc1cc(NC(=O)C2CCN(S(=O)(=O)c3cccs3)CC2)cc(OC)c1
-0.8 | -4 | 1 | 1 | -3 | 0 | 8 | 0 | 3 | CC(=O)Nc1ccc(-n2c(C)nc(=O)c(-c3ccccc3)c2C)cc1
0.6 | 0 | 1 | -7 | -8 | 1 | 8 | 3 | 2 | O=C(Nc1nonc1NC(=O)C1CCCCC1)C1CCCCC1
0.1 | -8 | 13 | -18 | -6 | -4 | 0 | 0 | -2 | CCOc1ccc(Nc2nc3ccccc3n2C)cc1
0.3 | -5 | 0 | -1 | -4 | 2 | 1 | 4 | 2 | Cc1ccccc1NS(=O)(=O)c1ccc(N2CCCC2=O)cc1
-0.6 | 2 | -3 | 4 | -2 | -4 | 6 | 1 | 2 | COCCN(CC(=O)Nc1cccc(C)c1C)C(=O)c1cc2c(s1)CCC2
-0.8 | -17 | -7 | -1 | 13 | 6 | 3 | -1 | -4 | CN1CCSc2ccc(C(=O)Nc3cc(F)ccc3F)cc21
-1.5 | 1 | 20 | 0 | -8 | 8 | -6 | 1 | -2 | CCN(CC(=O)NCc1cccs1)C(=O)/C=C/c1cc(OC)ccc1OC
55* | 45* | 15 | -26 | -18 | 20 | -106 | 125* | 50* | O=C1N/C(=N\S(=O)(=O)c2ccccc2)S/C1=C\c1cc([N+](=O)[O-])ccc1O
-1.2 | -8 | -4 | 5 | 11 | 2 | 4 | 0 | -2 | NC1=NC[C@H](Cc2ccc(O)cc2)N1CCc1cccc(F)c1
-2.5 | 7 | 11 | -13 | -17 | 10 | 12 | 21 | 1 | Cc1c(NC(=S)NCc2ccc(F)cc2)cccc1[N+](=O)[O-]
0.1 | 0 | -5 | 16 | 3 | 1 | -12 | 0 | 1 | CC1(C)OC(=O)C(=CNc2cccc(C(=O)O)c2)C(=O)O1
-1.4 | -2 | 11 | 11 | -3 | 7 | -5 | 1 | 7 | O=C(CSc1n[nH]c(-c2cccnc2)n1)Nc1ccc(Cl)cc1
0.0 | -6 | 9 | -4 | 0 | 10 | -7 | -2 | -2 | Cc1cc(C)n2nc(-c3cccc(Br)c3)cc2n1
-2.4 | -2 | -3 | -6 | -2 | -10 | 24 | 0 | -3 | CN(C(=O)CC1C(=O)NCCN1CC(c1ccccc1)c1ccccc1)C(C1CC1)C1CC1 (configuration not stated)
-0.9 | -3 | 7 | -6 | -7 | 0 | 20 | 2 | . | CCCCCCN1CCN(C2CN(Cc3ccc([N+](=O)[O-])cc3)S(=O)(=O)C2)CC1 (configuration not stated)
1.6 | -2 | -4 | 12 | 2 | -5 | 19 | 3 | 1 | CCOn1c(=O)c(-c2ccc(C)cc2)[n+]([O-])c2ccccc21
-1.1 | -4 | 19 | -1 | -5 | 0 | -4 | 2 | -1 | COc1ccc(OC)c(NC(=O)CSc2nc3scc(C)c3c(=O)[nH]2)c1
0.6 | -3 | -2 | -3 | 2 | 2 | 9 | 0 | 5 | Cc1cc(C)nc(NC(=O)Nc2ccc3c(c2)OCO3)c1
-1.1 | -2 | -2 | 0 | 5 | -4 | 13 | 3 | 1 | Cc1ccccc1NC(=O)c1cc([N+](=O)[O-])ccc1NCCN1C(=O)CCC1=O
0.7 | -2 | -2 | -6 | -2 | 5 | -11 | 4 | 4 | O=C(N[C@H]1CCCCNC1=O)c1cc(COc2ccc(F)cc2F)on1
1.5 | 0 | 7 | 1 | 1 | 4 | 3 | 1 | 6 | Brc1ccc2nc(N3CCN(c4ccccc4)CC3)sc2c1
-0.5 | 0 | 8 | 5 | 1 | -7 | 0 | 2 | . | Nc1nc(SCc2ccccn2)c2ncn(C3CCCC3)c2n1
-3.0 | 5 | 2 | 7 | -2 | -10 | 48 | 0 | . | N=c1nc2n(cc1F)C1OC(CO)C(O)C1O2 (configuration not stated)
0.0 | 0 | 27* | -29 | -14 | 16 | -6 | 6 | 3 | CCC(=O)N1CCN(c2ccccc2NC(=O)COc2cc(C)ccc2C(C)C)CC1
-1.2 | 3 | -6 | 4 | 0 | 5 | -7 | 1 | -5 | CCOc1ccc(C(=O)OCn2nnc3ccccc3c2=O)cc1OC
0.4 | -3 | 7 | 2 | -1 | 5 | 9 | 1 | 0 | O=C(Cn1cc(C(F)(F)F)ccc1=O)N/N=C/c1cccc(Cl)c1
